OX1R antag-1 – OX1R (HCRTR1) antagonists, primary screen, fluorescence, CHO/OX1R cells, Fluo-8 calcium, orexin A; hit rate 0.43% among 330,000; AID 434989, 2010; inhibition, % at 5 µM; Fluo-8 calcium fluorescence;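 active = inhibition above its plate's threshold, mean inhibition of all tested compounds on the plate plus 3 SD, cut at about 37% in these data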;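 note: 0% = orexin A challenge wells and 100% = SB-334867-A antagonist wells; not every result past the cut was called active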
Target sequence (O43613 whole entry, looked up): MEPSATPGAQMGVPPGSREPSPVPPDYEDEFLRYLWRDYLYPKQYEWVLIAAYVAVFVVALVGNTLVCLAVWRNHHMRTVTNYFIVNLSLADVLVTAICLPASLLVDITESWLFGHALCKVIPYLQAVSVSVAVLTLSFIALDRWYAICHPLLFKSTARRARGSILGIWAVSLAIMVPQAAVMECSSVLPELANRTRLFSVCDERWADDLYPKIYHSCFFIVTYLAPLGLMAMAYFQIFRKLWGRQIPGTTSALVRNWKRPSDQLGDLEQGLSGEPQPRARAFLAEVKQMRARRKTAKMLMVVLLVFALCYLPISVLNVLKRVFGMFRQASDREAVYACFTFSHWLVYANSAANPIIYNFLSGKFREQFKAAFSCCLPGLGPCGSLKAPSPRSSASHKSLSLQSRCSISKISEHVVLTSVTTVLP
CHT allo act – CHT positive allosteric modulators, primary screen, cell-based, membrane potential dye, choline EC20; High affinity choline transporter 1 (Homo sapiens), Q9GZV3; B-score at 10 µM; CHT-expressing cells; active compounds read high; LV-AA mutant CHT in HEK293 cells; hit rate 0.49% among 310,000;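 active = initial fluorescence not abnormally high and integrated response B-score, plate-corrected, over 3 SD above library mean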
Target sequence (Q9GZV3 whole entry, looked up): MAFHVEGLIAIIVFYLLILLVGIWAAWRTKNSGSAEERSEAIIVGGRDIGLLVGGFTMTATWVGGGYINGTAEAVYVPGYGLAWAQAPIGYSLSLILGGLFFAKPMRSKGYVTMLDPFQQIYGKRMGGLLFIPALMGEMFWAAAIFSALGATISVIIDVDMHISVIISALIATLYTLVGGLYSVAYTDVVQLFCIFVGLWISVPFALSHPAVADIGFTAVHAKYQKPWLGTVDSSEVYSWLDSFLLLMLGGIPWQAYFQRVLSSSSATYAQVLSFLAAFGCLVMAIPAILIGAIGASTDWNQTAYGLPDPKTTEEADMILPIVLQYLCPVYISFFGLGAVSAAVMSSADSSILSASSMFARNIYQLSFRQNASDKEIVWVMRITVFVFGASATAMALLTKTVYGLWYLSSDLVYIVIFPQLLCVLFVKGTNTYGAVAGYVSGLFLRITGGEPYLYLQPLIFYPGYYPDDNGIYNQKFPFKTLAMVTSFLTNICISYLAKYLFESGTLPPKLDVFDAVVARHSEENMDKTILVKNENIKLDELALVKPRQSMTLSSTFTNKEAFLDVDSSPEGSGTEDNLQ
OX1R antag-2 – antagonists of human orexin 1 receptor (OX1R); OX1R-expressing cells, FRET antagonist read-out; AID 485270, 2010; Orexin/Hypocretin receptor type 1 (Homo sapiens), O43613; inhibition, % at 6.6 µM; hit rate 1.8% among 330,000; in the data active = inhibition mostly above about 38%, no sharp cut-off; inactive = mostly below about 40%;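 note: 0% = agonist challenge alone and 100% = reference antagonist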
* = called active by the depositor; i = inactive; . = not tested or not shown; & = joins results of further samples.

mol	OX1R antag-2	CHT allo act	OX1R antag-1
COc1ccc(N2CCN(C(=O)[C@@H](NC(=O)c3cc(OC)cc(OC)c3)C(C)C)CC2)cc1	-2	i	-12
COc1ccc(S(=O)(=O)NCc2ccc(C(=O)NCCCN3CCCC(C)C3)cc2)cc1 (centres undefined)	12	i	3
Cc1ccc(NC(=O)C(c2ccccc2)N2CCN(CC(=O)NC3CC3)CC2)cc1 (centres undefined)	5	.	-22
CC(=O)N(C(C)=O)N1C(=O)c2cccc3c(N4CCOCC4)ccc(c23)C1=O	119*	i	-6
O=C(CC(C(=O)O)c1ccccc1)Nc1ccccc1 (centres undefined)	10	i	2
COC(=O)c1cc(Cl)c(NC(=O)c2ccco2)cc1OC	9	i	-8
Cc1c(C)c2ccc(OCC(=O)NCCCn3ccnc3)c(C)c2oc1=O	12	i	-28
COc1ccccc1N(C)S(=O)(=O)c1ccc(Cl)c(C(=O)NCc2cccnc2)c1	8	i	-15
Cc1cccc(C)c1OCc1nnc(SCC(=O)Nc2cccc(C(=O)N3CCOCC3)c2)n1C	14	i	-18
CN(C)/C=C/C(=O)c1ccc2noc(-c3ccc(F)cc3)c2c1	11	i	-18
CSc1ncccc1C(=O)OCC(=O)c1ccc(Br)s1	31	i	-27
COc1ccc(Cl)cc1NC(=O)CNc1ccccc1N1CCOCC1	3	i	-6
O=C(Nc1cc(C(F)(F)F)ccc1N1CCOCC1)C1CC1	-4	.	-3
CCOC(=O)Cc1nnc(NC(=O)c2ccccc2OCC)s1	58	i	23
CS(=O)(=O)c1nc(S(=O)(=O)c2ccc(Cl)cc2)c(N2CCC3(CC2)OCCO3)s1	6	i	-11
CC(C)(C)c1cc(-c2n[nH]c(=S)n2-c2ccccc2F)n[nH]1	7	i	-7
Cc1ccc(N/C(CSC(N)=O)=N/S(=O)(=O)c2ccccc2)cc1	22	i	2
CC(C)(C)c1csc(NC(=O)CSc2nc3ccccc3c(=O)[nH]2)n1	11	i	-24
CCn1c(CCC(N)=O)nnc1SCC(=O)Nc1cccc(S(=O)(=O)N2CCCC2)c1	3	.	-22
Cc1nn(C(C)C(=O)NC2CCCCC2)c(=O)c2nn(-c3ccccc3)c(C)c12 (centres undefined)	10	i	-23
COCON1C(=O)CN(C(C)=O)C1c1ccc(Cl)cc1Cl (centres undefined)	2	i	-4
CCc1nn2c(NCCCO)cc(C)nc2c1-c1ccc(F)cc1	5	i	-27
CCc1cc(C(=O)N2CCN(c3ccccc3OC)CC2)sc1C	3	i	-42
CCn1c(=O)cc(N2CCN(Cc3ccccc3)CC2)[nH]c1=O	12	i	5
CN(C)CCSc1nnc2[nH]c3ccccc3c2n1	53	i	1
Cc1nn2c(-c3ccccc3)c(-c3ccccc3)nc2[nH]c1=O	9	i	-10
CC(=O)c1ccc(N2CCN(C(=O)C3CCN(S(=O)(=O)c4ccc(F)cc4)CC3)CC2)cc1	5	.	-1
COc1cccc(NC(=O)Cn2cc3c(n2)CCCCC3)c1	3	i	-21
COc1ccccc1N1CCN(c2ncnc3sc(C(=O)NCC4CCCO4)c(C)c23)CC1 (centres undefined)	2	i	-65
COCCCNC(=O)Cn1cnc2c(OCc3ccccc3)ncnc21	0	.	-11

Whole records as entered above:
COc1ccccc1N(C)S(=O)(=O)c1ccc(Cl)c(C(=O)NCc2cccnc2)c1 is listed as OX1R antag-2: 8; CHT allo act: i; OX1R antag-1: -15
Cc1nn(C(C)C(=O)NC2CCCCC2)c(=O)c2nn(-c3ccccc3)c(C)c12 (centres undefined) is listed as OX1R antag-2: 10; CHT allo act: i; OX1R antag-1: -23
CC(=O)c1ccc(N2CCN(C(=O)C3CCN(S(=O)(=O)c4ccc(F)cc4)CC3)CC2)cc1 is listed as OX1R antag-2: 5; CHT allo act: .; OX1R antag-1: -1

Additional records.
mol	OX1R antag-2	CHT allo act	OX1R antag-1
Cc1cc(C)n(C(=O)CNC(=O)/C=C/c2ccccc2)n1	2	i	-11
O=C(NC12CC3CC(CC(C3)C1)C2)OCCNC1CCCCC1	4	i	-18
COc1ccc(CNCCC(c2ccc(F)cc2)c2ccc(OC(C)C)cc2)cc1OC (centres undefined)	6	i	-1
CC(C)Cn1cnc2c1c(=O)n(CC(=O)Nc1ccc3c(c1)OCO3)c(=O)n2Cc1ccccc1	16	i	-35
Cc1cccc(CCNS(=O)(=O)c2ccc(S(=O)(=O)N3CCC(C)CC3)cc2)c1	5	i	0
COc1ccc(OC(=O)c2c(C)nn(-c3ccccc3)c2C)cc1	9	i	0
Nc1c(N(CCCO)C(=O)C2CCCC2)c(=O)[nH]c(=O)n1Cc1ccccc1	-2	.	-25
CCNC(=S)N=Nc1c(O)n(Cc2ccc(Cl)cc2)c2ccccc12	24	i	-17
CC1CCC(=O)N(CCOc2ccccc2)CC1 (centres undefined)	0	i	-12
CC(=O)Nc1ccc(S(=O)(=O)NCCNS(=O)(=O)c2ccc(NC(C)=O)cc2)cc1	2	i	-13
CS(=O)(=O)N1CCN(C(=O)C(Sc2ccccc2)c2ccccc2)CC1 (centres undefined)	14	i	-21
COc1cccc(CNCCO)c1OCc1ccccc1Cl	5	i	-11
CCN(Cc1ccccc1)CC(O)COC(c1ccc(OC)cc1)c1ccc(OC)cc1 (centres undefined)	12	i	-21
CC(c1ccco1)N(C(=O)COc1ccc(Cl)cc1Cl)c1ccccn1 (centres undefined)	18	i	-16
N=C(SC1CC(=O)N(c2ccc(F)cc2)C1=O)N1N=C(c2ccccc2)CC1c1ccccc1 (centres undefined)	-1	i	11
Oc1c(C=C2N=c3ccccc3=N2)sc(=S)n1C1CCCCC1	-8&21	i	4&-9
Cc1ccc(N2CCN(S(=O)(=O)N3CCCCC3)CC2)cc1Cl	6	i	-9
Cc1cccn2c(=O)c(/C=C(\C#N)C(N)=O)c(Oc3ccccc3)nc12	3	i	0
Cn1c(CN2CCC(C(N)=O)CC2)c(C#N)c2ccccc21	14	i	-4
CN(C)c1ccc(C(=S)N2CCNCC2)cc1	18	i	-5
COc1ccccc1CNC(=O)c1cc(-c2ccncc2)nc2c(Cl)cccc12	-8	i	7
Cc1cc(C(C)(C)C)oc1C(=O)O	9	i	-6
O=P(Cc1ccccc1O)(c1ccccc1)c1ccccc1	17	i	-2
CCCc1cc(C(=O)N/N=C/c2cccn2C)cs1	38	i	-6
Cc1ccc(C(=O)CN(CCC(=O)O)C(=O)c2ccncc2)cc1	26	i	-3
Cc1cccc(OCC(O)CN2CCc3ccccc3C2)c1 (centres undefined)	3	i	-17
COc1cc(NS(=O)(=O)c2ccc(NC(=S)NC(=O)/C=C/c3ccc(OC)c(OC)c3)cc2)ncn1	18	i	-22
COc1ccccc1/C=C1\SC(=O)N(CCC(=O)N2CCCCC2CCO)C1=O (centres undefined)	11	i	-13
CSCC[C@H](NC(=O)OC(C)(C)C)C(=O)N/N=C/c1c(C)[nH]c(=O)[nH]c1=O	-10	i	-10
O=C1CC(C(=O)O)S/C(=N\N=C\c2ccc(Br)cc2)N1 (centres undefined)	18	i	-11
CC(C)(C)c1cc(NC(=O)c2cccs2)no1	1	i	0
COc1ccc(Cl)cc1NC(=O)CN(C1CCCCC1)S(C)(=O)=O	21	i	-31
Cc1ccc(NC(=O)CN(C)S(=O)(=O)c2cccs2)cc1C	20	i	4
COc1ccccc1N1C(=O)CC(N2CCN(c3ccc([N+](=O)[O-])cc3)CC2)C1=O (centres undefined)	19	i	-24
O=C(CNC(=O)c1ccco1)Nc1ccc(F)cc1	-9	i	-16
Cc1ccc(/C=N/N2CCN(c3ccccn3)CC2)o1	3	i	-17
COCCNC(=O)C(c1ccc(OC)cc1)N(C(=O)Cn1nnc2ccccc21)c1cccnc1 (centres undefined)	7	i	-28
Cc1ccc(C)c(OCCC(=O)NNC(=O)Cn2nc(C)cc2C)c1	9	i	-17
COc1ccc(NS(=O)(=O)c2cc(NC(=O)Cc3cccs3)ccc2C)cc1	28	i	-12
CC(=O)c1cccc(NC(=O)c2cnn3ccccc23)c1	4	i	-19
Cc1nc(CN2CCN(C(=O)NC3(c4ccccc4)CC3)CC2)cs1	1	i	-12
N#Cc1nc(COc2ccccc2F)oc1NCCc1ccccc1	34	i	-11
CC(=O)Nc1ccc(S(=O)(=O)NCCCN2CCOCC2)cc1	25	i	-13
Cc1ccc(S(=O)(=O)NCC(=O)NC2CCCCCC2)cc1	0	i	-12
CCCN1CCC(NC(=O)C2CCCCC2C(=O)O)CC1 (centres undefined)	21	i	-12
COc1cc(OC)c2c(=O)cc(-c3ccccc3)oc2c1	44*	i	-30
COC(=O)c1ccccc1NC(=O)N1CCN(S(C)(=O)=O)CC1	9	i	-26
COc1ccc(NC(=O)CN2CCCN(S(=O)(=O)c3ccc(F)cc3)CC2)c(OC)c1	12	i	-37
COCC(C)NC(=O)C1CCN(S(=O)(=O)c2ccc3ccccc3c2)CC1 (centres undefined)	15	i	-32
O=C(O)c1ccc(/C=N/n2c(C3CCCCC3)n[nH]c2=S)cc1	12	i	-1
COc1ccc(CNC(=O)C2CCN(S(=O)(=O)c3ccc(Br)s3)CC2)cc1	4	i	-23
CCN(C(=O)CSc1nnc(-c2ccccc2)n1C)C1CCS(=O)(=O)C1 (centres undefined)	14	i	-17
Cc1cc(Cl)ccc1C(=O)C1CCCN(C(=O)c2ccc3ncccc3c2)C1 (centres undefined)	15	i	-11
CC(C)(C)[C@@H]1COC(=O)[C@H](Cc2ccc(F)cc2)CC/C=C\C[C@@H](CC(=O)NCCO)C(=O)N1	1	.	-14
COC(=O)CCCC1=CC2=C(c3ccccc3)C(=O)C(C)(OC(=O)C3CCCC3)C(=O)C2=CN1C1CC1 (centres undefined)	35	10*	-34
O=C(N/N=C/c1cc([N+](=O)[O-])ccc1O)NC12CC3CC(CC(C3)C1)C2	4	i	-18
Fc1ccc(CN2CCCCCCC2)cc1F	13	i	-12
CC(=O)c1ccc(OC(=O)C2CSC3(C)CCC(=O)N23)cc1 (centres undefined)	5	.	-8
O=[N+]([O-])c1cccc(S(=O)(=O)NCC2CC3CCC2C3)c1 (centres undefined)	-6	i	-22
COc1cccc(CN(C)C(=O)C2CCC(=O)N(Cc3cccc(F)c3)C2)c1 (centres undefined)	-2	i	4

Another view of five compounds above.
Fields – OX1R antag-2 | CHT allo act | OX1R antag-1
> Fc1ccc(CN2CCCCCCC2)cc1F
 : 13 | i | -12
> CC(=O)c1cccc(NC(=O)c2cnn3ccccc23)c1
 : 4 | i | -19
> CCN(C(=O)CSc1nnc(-c2ccccc2)n1C)C1CCS(=O)(=O)C1 (centres undefined)
 : 14 | i | -17
> CC(C)(C)[C@@H]1COC(=O)[C@H](Cc2ccc(F)cc2)CC/C=C\C[C@@H](CC(=O)NCCO)C(=O)N1
 : 1 | . | -14
> N#Cc1nc(COc2ccccc2F)oc1NCCc1ccccc1
 : 34 | i | -11

Next section.
mol	OX1R antag-2	CHT allo act	OX1R antag-1
N#Cc1c(N)nc2c(c1-c1ccc(Br)s1)CCCC2	18	i	-14
Cc1ccc(NC(=O)CN2CCc3ccccc3C2)cc1C	13	i	-9
O=C(O)c1ccc(N=Cc2c(O)ccc3ccccc23)cc1	-4	i	-20
CC(NC(=O)c1ccc(S(=O)(=O)Nc2ccccc2)cc1)c1ccc(S(N)(=O)=O)cc1 (centres undefined)	-4	.	-3
O=C(COC(=O)c1ccc(O)cc1)Nc1ccc2c(c1)OCCO2	7	.	3
CC1(c2ccccc2Cl)NC(=O)N(CC(=O)Nc2ccc(N3CCOCC3)cc2)C1=O (centres undefined)	1	.	-12
CCn1cc(/C=C(/C#N)S(=O)(=O)c2ccccc2)cn1	3	i	1
Fc1ccc(Nc2nc(-c3ccncc3)nc3ccccc23)cc1F	18	i	-34
CCOC(=O)COc1ncn(-c2ccccc2)n1	30	i	-8
CC1CCN(S(=O)(=O)c2cn(CC(=O)Nc3cccc(C#N)c3)cn2)CC1	18	i	-11
COc1ccc(C(=O)NN(C)c2nc(C(F)(F)F)nc3ccccc23)cc1	6	i	-14
CCCCNC(=O)Cn1cnc2ccc(S(=O)(=O)N3CCC(C)CC3)cc2c1=O	25	i	-8
Cc1cc(C(=O)CN2C(=O)NC3(CCCCC3)C2=O)c(C)n1Cc1ccco1	14	i	-16
O=C(Cn1c2[n+](c3ccc(C(F)(F)F)cc31)CCCCC2)c1cccc([N+](=O)[O-])c1	12	i	-2
CCCCCCCCC(=O)N/N=C/c1cccc(Br)c1	18	i	-18
COc1ccc(CCN(C)C(=O)c2c(C)nn(-c3ccccc3)c2C)cc1OC	20	i	-20
CCC(C(=O)Nc1cc(C)cc(C)n1)c1ccccc1 (centres undefined)	14	i	-41
Cc1cc(=O)oc2cc(OCC(=O)N3CCN(C(=O)C4COc5ccccc5O4)CC3)c(Cl)cc12 (centres undefined)	4	i	-18

2 records drawn at random from the list so far:
mol	OX1R antag-2	CHT allo act	OX1R antag-1
O=C(Cn1c2[n+](c3ccc(C(F)(F)F)cc31)CCCCC2)c1cccc([N+](=O)[O-])c1	12	i	-2
Cc1cc(=O)oc2cc(OCC(=O)N3CCN(C(=O)C4COc5ccccc5O4)CC3)c(Cl)cc12 (centres undefined)	4	i	-18
